CSN inh: CSN deneddylation inhibition. Q92905. Purified CSN, SCF-Nedd8-OG deneddylation, fluorescence polarization. inhibition, % at 12.5 µM. actives 0.38% (n = 360,000). AID 651999;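 active means pattern-corrected inhibition above about 35%, with an unprinted fluorescence ratio check between 0.5 and 1.5, limit read from the data, passing the limit was not always enough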;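 further: 0% = enzyme with substrate and 100% = substrate without enzyme; some results filed as inactive read as strong as hits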
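test system = HEK293T-derived human Csn5 enzyme | amount = 0.24 nM Csn5 enzyme, final concentration | medium = Tris/NaCl/DTT buffer, pH 7.5 | schedule = 90 min reaction at room temperature | signal = FP | evaluation = inhibition of Csn5 cleavage, % | compound dosing = single dose of 12.5 µM compound with 0.25% DMSO | probe or stimulus = 10 nM SCFSkp2-Nedd8OG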
DNMT1 inh: DNMT1 (human) enzyme inhibition; P26358; AID 588458; DNMT1 molecular beacon, Hinp1I cleavage, fluorescence; actives 0.83% (n = 360,000); inhibition (reported as % activation of signal), % at 10 µM; in the data active means inhibition above about 50%
NadD block: blocks S. aureus nicotinate mononucleotide adenylyltransferase; AID 602399; purified NadD enzyme, colorimetric absorbance read-out; inhibition, % at 20 µM; actives 0.78% (n = 360,000); in the data active means inhibition above about 26%; further: some compounds past the cut are filed as inactive
Rin1-Abl PPI inh: inhibitors of human Rin1-Abl protein interaction; P00519+Q13671; TR-FRET Rin1/Abl binding, biochemical; inhibition, % at 7.35 µM; actives 0.4% (n = 360,000); in the data active means inhibition above about 5%, passing the limit was not always enough
LMPTP block: blocks human LMPTP phosphatase; recombinant LMPTP-A, OMFP fluorogenic substrate, fluorescence intensity; actives 0.22% (n = 360,000); inhibition, % at 20 µM; AID 651560;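 active means compounds that cut the enzyme signal by at least half of the control window in the single-dose screen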;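 further: plate controls were DMSO wells with enzyme plus substrate for no effect and substrate without enzyme for full effect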
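Test system: LMPTP-A, protein tyrosine phosphatase of low molecular weight; Input: 0.625 nM enzyme; Incubation: 50 min dark incubation at room temperature; Signal: endpoint fluorescence intensity from OMFP dephosphorylation; Read-out basis: % inhibition versus control wells.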
STEP inh: inhibitors of human striatal-enriched phosphatase STEP; P54829; actives 0.25% (n = 360,000); AID 588621; inhibition, % at 20 µM; recombinant STEP, OMFP fluorogenic substrate, fluorescence;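 active means inhibition at 20 µM, scaled per plate between control wells, above about 37%, limit read from the data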;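 further: 0% = DMSO with enzyme and substrate and 100% = substrate only without enzyme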
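System: STEP (striatal-enriched tyrosine phosphatase) enzyme, cell-free; medium: Bis-Tris pH 6.0 buffer with DTT, detergent; dosing: 20 µM, 1% DMSO; times: reaction 20 min, ambient temperature; detection: fluorescence, 480/540 nm; read-out basis: normalized % inhibition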
Neddylation inh: cullin neddylation inhibition; P61081+Q13564; TR-FRET cullin neddylation, biochemical; calls only at 25 µM; actives 0.58% (n = 360,000); AID 651699; in the data active means inhibition above about 36%
Target sequence (P61081 whole entry, looked up): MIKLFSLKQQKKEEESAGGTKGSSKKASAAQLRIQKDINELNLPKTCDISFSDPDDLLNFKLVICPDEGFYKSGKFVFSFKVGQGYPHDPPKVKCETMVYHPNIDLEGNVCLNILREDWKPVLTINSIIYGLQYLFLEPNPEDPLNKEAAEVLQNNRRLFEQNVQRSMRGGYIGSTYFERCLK
Target sequence (Q13564 whole entry, looked up): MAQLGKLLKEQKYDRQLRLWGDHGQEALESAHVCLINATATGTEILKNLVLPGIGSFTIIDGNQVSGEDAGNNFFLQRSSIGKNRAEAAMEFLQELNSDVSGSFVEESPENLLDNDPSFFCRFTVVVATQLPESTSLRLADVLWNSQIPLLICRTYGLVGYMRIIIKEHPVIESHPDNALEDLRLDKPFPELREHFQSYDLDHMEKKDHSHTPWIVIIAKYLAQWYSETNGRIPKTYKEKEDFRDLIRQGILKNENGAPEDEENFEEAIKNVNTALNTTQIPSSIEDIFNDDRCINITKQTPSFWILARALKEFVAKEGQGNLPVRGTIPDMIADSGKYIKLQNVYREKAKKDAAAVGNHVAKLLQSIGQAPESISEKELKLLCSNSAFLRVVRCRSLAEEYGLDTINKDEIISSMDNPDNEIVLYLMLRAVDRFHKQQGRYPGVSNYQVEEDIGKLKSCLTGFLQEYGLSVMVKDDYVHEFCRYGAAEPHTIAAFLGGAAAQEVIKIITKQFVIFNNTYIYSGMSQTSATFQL
SUMO1 PPI mod: SUMO1-SIM interaction modulation | SUMO1 binding to a labelled peptide, TR-FRET, 1 h | actives 0.33% (n = 360,000) | inhibition, % at 20 µM; in the data active means inhibition above about 37%
Target sequence (P63165 whole entry, looked up): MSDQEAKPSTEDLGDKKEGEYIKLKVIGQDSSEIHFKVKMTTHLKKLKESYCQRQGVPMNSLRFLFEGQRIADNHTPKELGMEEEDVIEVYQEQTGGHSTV
Scp-1 inhibitor: inhibitors of human Scp-1 phosphatase; Recombinant Scp1, phosphopeptide, malachite green phosphate absorbance; inhibition, % at 20 µM; actives 0.88% (n = 340,000);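 active means inhibition above about 50% at 20 µM, limit read from the data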;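 further: plate controls were DMSO wells with enzyme for no effect and wells lacking enzyme for full effect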
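Test system – truncated SCP-1 phosphatase (76-261aa) · Reagent – Phosphorylated 17-residue peptide substrate · Incubation – 45 min room-temperature reaction, 5 min colour, 30 min stabiliser · Detection – colorimetric phosphate reagent with accelerator and stabiliser, absorbance at 630 nm · Measure – % inhibition at 20 µM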
Rpn11 inh: Rpn11 (human) deubiquitinase inhibition; O00487; human 26S proteasome, Ub4-pepOG fluorescence polarization; 20S core pre-blocked with epoxomicin; calls only at 20 µM; actives 0.59% (n = 360,000); AID 588493;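 active means inhibition at 20 µM, scaled to each plate's controls, above about 33%, limit read from the data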
Starred values were filed as active, the others as inactive; i = inactive; nt = no result given.

A first look, 2 compounds:
SMILES	CSN inh	DNMT1 inh	NadD block	Rin1-Abl PPI inh	LMPTP block	STEP inh	Neddylation inh	SUMO1 PPI mod	Scp-1 inhibitor	Rpn11 inh
CCc1nc(N2CCN(S(C)(=O)=O)CC2)c2c3c(sc2n1)CCCC3	0	2	-1	1	0.0	-2	i	0	-8	i
COc1cc(/C=C2\SC(=O)N(c3cccc(Cl)c3)C2=O)cc([N+](=O)[O-])c1O	36	71*	26*	1	82*	98*	i	2	56*	i

The listing (from the top)
SMILES	CSN inh	DNMT1 inh	NadD block	Rin1-Abl PPI inh	LMPTP block	STEP inh	Neddylation inh	SUMO1 PPI mod	Scp-1 inhibitor	Rpn11 inh
CCc1nc(N2CCN(S(C)(=O)=O)CC2)c2c3c(sc2n1)CCCC3	0	2	-1	1	0.0	-2	i	0	-8	i
COc1cc(/C=C2\SC(=O)N(c3cccc(Cl)c3)C2=O)cc([N+](=O)[O-])c1O	36	71*	26*	1	82*	98*	i	2	56*	i
NS(=O)(=O)c1ccc2nc(NC(=O)CS(=O)(=O)c3ccccc3)sc2c1	3	1	-7	0	-0.8	0	i	5	16	i
CCC(=O)Nc1ccc(C(=O)NNC(=O)c2cccs2)cc1	1	0	-11	0	-2.4	1	i	-1	-6	i
Cc1cc(C)cc(NC(=O)COC(=O)Cn2cnc3c2c(=O)n(C)c(=O)n3C)c1	-8	2	0	-2	-0.9	0	i	3	-8	i
CCOC(=O)c1cc(-c2csc(COc3ccccc3)n2)on1	1	1	-13	1	0.1	0	i	0	-15	i
COCC(C)n1c(SCC(=O)NCCC2=CCCCC2)nc2ccccc2c1=O (stereo not drawn)	-1	1	-1	4	0.1	1	i	-4	-3	i
CN1CCN(CCNC(=O)c2ccc(CS(=O)c3ccc(Br)cc3)o2)CC1 (stereo not drawn)	5	5	6	1	-4.4	-1	i	-3	nt	i
Cc1ccc(-n2nc3c(=O)n(C(C)C(=O)NC4CC4)nc(C)c3c2C)cc1 (stereo not drawn)	-2	3	-3	-4	-1.0	-2	i	-2	1	i
CCC(OC(=O)C(NC(=O)c1ccccc1)c1ccccc1)C(=O)Nc1cc(C)on1 (stereo not drawn)	2	1	-3	-1	-1.2	1	i	8	-3	i
Cc1ccc(NC(=O)C2CCN(S(=O)(=O)c3ccc4c(c3)C(C)(C)C(=O)N4C)CC2)c(C)c1	-5	-2	1	-2	-1.1	2	i	5	-3	i
CCC(=O)N(C)CCc1cc2c(c(OC)c1/C=N/NC(=O)c1ccncc1)OCO2	-3	2	-6	2	-0.8	-1	i	-1	-3	i
Cc1ccc(NS(=O)(=O)c2c(C(=O)N3CCOCC3)c(C)n(C)c2C)cc1	-4	5	-1	1	-1.2	2	i	3	-9	i
CCOc1cc(C(=O)Nc2ccon2)cc(OCC)c1OCC	5	-6	-2	-2	0.0	3	i	4	-4	i
COc1cc(F)c(C2=CC(=O)C[C@H](c3ccc(Cl)cc3)C2)cc1F	3	0	-7	0	3.2	1	i	-9	4	i
O=C(Nc1ccc(F)cc1)C1CCN(C(=O)c2ccc(F)cc2)CC1	-1	3	-3	2	-0.8	0	i	2	-4	i
ON1C(c2ccccc2C(F)(F)F)N(O)[C@H]2CCCC[C@H]21 (stereo partly drawn)	4	-3	-6	6	-1.4	-6	i	-1	-5	i
CCCCC(=O)N/N=C(C)/C=C/c1ccccc1F	-5	0	1	0	-0.9	-2	i	-11	-8	i
COc1ccc(C2SCC(=O)N2c2c(C)n(C)n(-c3ccccc3)c2=O)cc1 (stereo not drawn)	0	8	-4	2	-1.9	-2	i	-2	0	i
O=C(Nc1cccc2ncccc12)c1ccc([N+](=O)[O-])o1	-4	2	0	-4	-5.6	0	i	-36	-8	i
Nn1c(SCC(=O)N2CCN(S(=O)(=O)c3ccccc3)CC2)nnc1-c1cccs1	-2	4	-2	0	-2.0	-7	i	-1	5	i
Cn1c(COc2ccccc2Br)nc2ccccc21	2	1	-9	1	0.0	-3	i	0	-6	i
O=C(Nc1ccccc1)c1cccc(S(=O)(=O)NCc2ccco2)c1	0	7	-4	0	-1.1	-2	i	0	5	i
COc1ccc(C)cc1Nc1n[n+](-c2ccccc2)c(-c2ccc(OC)c(OC)c2OC)s1	-4	-9	9	0	5.1	1	i	-16	9	i
COC(=O)CCn1nnc(-c2cccs2)n1	-1	-3	-3	-3	-1.0	-1	i	1	-7	i
CCCCC1(C)NC(=O)N(CC(=O)Nc2ccc(S(=O)(=O)N3CCOCC3)cc2)C1=O (stereo not drawn)	0	-5	-3	2	-1.3	-3	i	-2	-15	i
Cc1cccc(NC(=O)c2cc(Cl)nc3ccccc23)n1	-5	1	-6	-3	2.4	1	i	0	-1	i
O=C1C=C(c2ccc(Cl)cc2)OC2(CCCC2)O1	0	3	-5	2	-0.1	-2	i	-1	-5	i
CN(C)CCCN1C(=O)c2cccc3cccc(c23)C1=O	4	29	1	-7	-0.8	1	i	-35	-3	i
Cc1coc2c1c(C)cc1oc(=O)c(CC(=O)NCCCCCC(=O)O)c(C)c12	-2	-2	6	0	0.1	-2	nt	-11	-9	i
CCOC(=O)c1cnn(-c2nc(C)cc(C)n2)c1N	1	-2	-1	-2	0.9	-2	i	-3	3	i
Cc1ccc(N(CC(=O)NCc2cccnc2)S(C)(=O)=O)cc1C	5	0	1	-1	-0.5	-1	i	2	2	i
COc1cccc(OC2(C)CCN(Cc3cccn3-c3nccs3)C2)c1 (stereo not drawn)	-5	2	-4	0	0.2	1	i	5	nt	i
CCCC(=O)Nc1ccc(C(=O)NNC(=O)c2ccco2)cc1	-2	0	-3	2	-0.5	2	i	5	0	i
CC1CCCC(NC(=O)C2CCC(CNc3c(N4CCCC4)c(=O)c3=O)CC2)C1C (stereo not drawn)	-3	0	-5	0	-0.6	0	i	4	3	i
C#CCOCCOCCOCCNc1nc(N2CCN(C(=O)[C@H](CCC(=O)O)n3cc(C(N)[C@H](C)CC)nn3)CC2)nc(N2CCN(C(=O)[C@H](Cc3ccc(O)cc3)n3cc(C(N)[C@H](C)CC)nn3)CC2)n1 (stereo partly drawn)	2	5	7	3	-1.2	-2	i	-9	-3	i
Clc1ccc(NCn2cncn2)nc1	-2	-2	-4	2	-0.5	-4	i	2	4	i
O=C(O)C(Cc1c[nH]c2ccccc12)NS(=O)(=O)c1ccc(Cl)c(C(F)(F)F)c1 (stereo not drawn)	0	-3	2	3	-0.1	5	i	4	-10	i
O=C1C=C(c2ccccc2)CO1	-4	4	-4	0	-2.4	-1	i	-7	-5	i
CCOC(=O)C1(Cc2cccc(Cl)c2)CCCN(C(=O)c2ccc(C)nc2)C1 (stereo not drawn)	-1	8	-1	3	2.0	7	i	4	1	i

Given in markdown: entries from further up
| smiles | CSN inh | DNMT1 inh | NadD block | Rin1-Abl PPI inh | LMPTP block | STEP inh | Neddylation inh | SUMO1 PPI mod | Scp-1 inhibitor | Rpn11 inh |
| --- | --- | --- | --- | --- | --- | --- | --- | --- | --- | --- |
| Cc1coc2c1c(C)cc1oc(=O)c(CC(=O)NCCCCCC(=O)O)c(C)c12 | -2 | -2 | 6 | 0 | 0.1 | -2 | nt | -11 | -9 | i |
| CCOC(=O)c1cnn(-c2nc(C)cc(C)n2)c1N | 1 | -2 | -1 | -2 | 0.9 | -2 | i | -3 | 3 | i |
| Cc1ccc(N(CC(=O)NCc2cccnc2)S(C)(=O)=O)cc1C | 5 | 0 | 1 | -1 | -0.5 | -1 | i | 2 | 2 | i |
| COc1cccc(OC2(C)CCN(Cc3cccn3-c3nccs3)C2)c1 (stereo not drawn) | -5 | 2 | -4 | 0 | 0.2 | 1 | i | 5 | nt | i |
| CCCC(=O)Nc1ccc(C(=O)NNC(=O)c2ccco2)cc1 | -2 | 0 | -3 | 2 | -0.5 | 2 | i | 5 | 0 | i |
| CC1CCCC(NC(=O)C2CCC(CNc3c(N4CCCC4)c(=O)c3=O)CC2)C1C (stereo not drawn) | -3 | 0 | -5 | 0 | -0.6 | 0 | i | 4 | 3 | i |
| C#CCOCCOCCOCCNc1nc(N2CCN(C(=O)[C@H](CCC(=O)O)n3cc(C(N)[C@H](C)CC)nn3)CC2)nc(N2CCN(C(=O)[C@H](Cc3ccc(O)cc3)n3cc(C(N)[C@H](C)CC)nn3)CC2)n1 (stereo partly drawn) | 2 | 5 | 7 | 3 | -1.2 | -2 | i | -9 | -3 | i |
| Clc1ccc(NCn2cncn2)nc1 | -2 | -2 | -4 | 2 | -0.5 | -4 | i | 2 | 4 | i |
| O=C(O)C(Cc1c[nH]c2ccccc12)NS(=O)(=O)c1ccc(Cl)c(C(F)(F)F)c1 (stereo not drawn) | 0 | -3 | 2 | 3 | -0.1 | 5 | i | 4 | -10 | i |
| O=C1C=C(c2ccccc2)CO1 | -4 | 4 | -4 | 0 | -2.4 | -1 | i | -7 | -5 | i |
| CCOC(=O)C1(Cc2cccc(Cl)c2)CCCN(C(=O)c2ccc(C)nc2)C1 (stereo not drawn) | -1 | 8 | -1 | 3 | 2.0 | 7 | i | 4 | 1 | i |

Compound activity deposited in PubChem BioAssay by several laboratories.
